Assay outcomes as filed in PubChem.
D1 antag = antagonists of human D1 dopamine receptor. activity change, negative = inhibition, % at 10 µM. P21728. HEK293 TREx D1 cells, calcium flux, dopamine EC80; stronger effect = lower value. actives 3.2% (n = 360,000). AID 504652; in the data active means activity change below about -30%; further: on the % scale 0 is the no-effect control and ±100 the full control effect
Target sequence (P21728 whole entry, looked up): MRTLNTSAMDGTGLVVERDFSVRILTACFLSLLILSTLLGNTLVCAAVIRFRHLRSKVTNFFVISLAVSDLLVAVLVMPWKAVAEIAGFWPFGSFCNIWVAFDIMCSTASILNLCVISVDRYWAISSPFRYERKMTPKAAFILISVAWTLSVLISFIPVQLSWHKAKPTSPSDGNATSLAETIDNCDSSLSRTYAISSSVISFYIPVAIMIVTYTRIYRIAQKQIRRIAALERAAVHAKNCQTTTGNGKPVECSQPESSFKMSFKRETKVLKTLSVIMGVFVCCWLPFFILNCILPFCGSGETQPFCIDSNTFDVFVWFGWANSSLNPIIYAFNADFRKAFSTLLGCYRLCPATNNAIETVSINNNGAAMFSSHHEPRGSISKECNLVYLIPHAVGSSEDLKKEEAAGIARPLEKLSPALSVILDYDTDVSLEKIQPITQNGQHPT
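After overnight tetracycline induction at 30 C, force-coupled D1 HEK293 cells took up a no-wash calcium dye at room temperature. Compounds were added and monitored 180 s, and the response to EC80 dopamine was then recorded.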
D1 agonist = activates the human D1 dopamine receptor | P21728 | HEK293 T-REx D1 cells, calcium flux, agonist mode | activation, % at 2 µM | actives 1% (n = 360,000) | AID 504660; further: 0% is about no effect
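Agonism was scored from calcium flux recorded over 180 s (1 read/s) after pintool compound addition, following a 10-cycle baseline. Cells were inducible force-coupled HEK293 TREx D1, plated overnight at 30 C and loaded with no-wash calcium dye.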
D2 potentiator = positive allosteric modulators of human D2 dopamine receptor; P14416; HEK293 T-REx D2, calcium flux, EC20 dopamine potentiation; potentiation, % at 10 µM; actives 0.34% (n = 340,000); AID 485347;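 active means potentiation over 3 SD above the plate norm, cut at about 30% in these data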; further: 0% is about no effect
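Using a no-wash calcium dye in inducible, force-coupled HEK293 Trex cells expressing D2, we tracked fluorescence each second for 180 s after compound, then for 180 s after EC20 dopamine to detect augmented signalling.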
D2 antag = antagonists of human D2 dopamine receptor; HEK293 TREx D2 cells, calcium flux, dopamine EC80; AID 485344; inhibition, % at 10 µM; P14416; actives 2% (n = 340,000); in the data active means inhibition above about 30%; further: 0% is about no effect
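Inhibition of EC80 dopamine-driven calcium flux, recorded kinetically, defines activity here; cells are a tetracycline-induced HEK293 T-REx line expressing force-coupled D2.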
RXFP1 antagonist = RXFP1 (human) relaxin receptor antagonism; Q9HBX9; HEK293-RXFP1, relaxin-stimulated cAMP HTRF, 30 min; stronger effect = lower value; activity change, negative = inhibition, % at 57.5 µM; actives 0.59% (n = 350,000);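 active means activity change of -60% or lower, but not beyond a set lower limit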; further: on the % scale 0 is the no-effect control and ±100 the full control effect
D2 ag = agonists of human D2 dopamine receptor; HEK293 T-REx D2 cells, calcium flux agonist mode; P14416; activation, % at 2 µM; actives 0.53% (n = 340,000);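 active means activation over 3 SD above normal in the single-dose calcium agonist read, cut at about 30% in these data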; further: 0% is about no effect
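HEK293 Trex D2 cells, tetracycline-induced, o/n 30 C 5% CO2; no-wash Ca dye, RT 30–90 min; 10-cycle baseline, 23 nl cpd added, kinetic Ca read 180 s; agonist hits = positive Ca response.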
D1 PAM = potentiators of human D1 dopamine receptor; P21728; HEK293 TREx D1 cells, calcium flux, dopamine EC20 potentiation; potentiation, % at 10 µM; actives 0.036% (n = 360,000); in the data active means potentiation above about 30%; further: 0% is about no effect
TRHR enhancer = TRH receptor (human) allosteric enhancement; P34981; TRHR cells, fluo-8 calcium fluorescence, EC20 TRH enhancement; enhancement, % at 2 µM; actives 0.66% (n = 360,000); AID 493056; in the data active means enhancement above about 30%; further: 0% is about no effect
Target sequence (P34981 whole entry, looked up): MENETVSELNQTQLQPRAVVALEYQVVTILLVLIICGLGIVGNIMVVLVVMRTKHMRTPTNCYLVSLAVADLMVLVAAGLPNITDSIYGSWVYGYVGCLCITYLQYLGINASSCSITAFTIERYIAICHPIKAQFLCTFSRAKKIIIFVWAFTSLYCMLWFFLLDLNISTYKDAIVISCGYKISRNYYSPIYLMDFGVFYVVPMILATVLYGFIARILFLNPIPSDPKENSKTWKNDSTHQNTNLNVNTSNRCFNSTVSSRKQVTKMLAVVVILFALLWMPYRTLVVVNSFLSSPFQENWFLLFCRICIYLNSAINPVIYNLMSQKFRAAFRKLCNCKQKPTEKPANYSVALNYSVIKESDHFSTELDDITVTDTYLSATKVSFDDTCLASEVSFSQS
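Enhancer read-out: after compound pinning and an initial kinetic agonist-mode read, an EC20 of TRH (10 nM final) was injected and fluo-8 calcium signal (Ex 480/Em 530) followed at 1 s/cycle for 100 cycles in TRHR-expressing cells.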
TRHR ag = TRH receptor (human) agonism. TRHR cells, calcium flux fluo-8, FDSS agonist mode. activation, % at 2 µM. actives 0.18% (n = 360,000); further: 0% is about no effect
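In this calcium-flux screen, cells bearing human TRHR are dye-loaded with fluo-8, baselined for 10 cycles, then exposed to library compounds; positive kinetic calcium responses during the agonist phase mark hits, with TRH as control.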
The depositor's hits bear a star; . = no result given; & = joins results of further samples. Unless noted, no stated cut-off is given here; in the data, active means activation above about 30%; inactive means the rest.

SMILES | D1 antag | D1 agonist | D2 potentiator | D2 antag | RXFP1 antagonist | D2 ag | D1 PAM | TRHR enhancer | TRHR ag
CC1=NN(c2cccc(F)c2)C(=O)/C1=C/c1ccc(N(C)C)cc1 | -85* | -1 | -21 | 32* | -7 | -0.2 | -14 | -27 | -0.1
O=C(NCc1cccc(Cl)c1)C1CCCN(c2ncnc3c2nc2n3CCCCC2)C1 (configuration not stated) | 8 | -1 | -3 | 14 | -3 | -0.1 | -2 | 4 | -1.0
C#CCNC(=O)C1=C[C@H](c2ccccc2)C[C@H](OCCCCO)O1 | -1 | -1 | 9 | -5 | . | -0.3 | -2 | 6 | 0.1
CCOCCCNC(=O)CCn1nc(-c2ccc(Cl)cc2)ccc1=O | -2 | -1 | 2 | -34 | 12 | -0.7 | 12 | -5 | -0.9
O=C(Cn1cnc2cc([N+](=O)[O-])ccc2c1=O)Nc1ccc2c(c1)OCO2 | -6 | 1 | -2 | 3 | 5 | 0.5 | -10 | -4 | 0.0
Cc1nc2nc(CCc3ccccc3)nn2c(C)c1Cl | 5 | 3 | -5 | -15 | -9 | -0.3 | -3 | 12 | 0.4
COc1ccc(S(=O)(=O)Nc2cccc(-c3ccc(N4CCCC4)nn3)c2)cc1OC | -7 | 1 | -6 | . | -2 | -0.9 | -3 | -2 | -0.8
CC(NC(=O)C1CCCN(S(=O)(=O)c2ccc(-n3cnnn3)cc2)C1)c1ccc(F)cc1 (configuration not stated) | -12 | 1 | -8 | 30 | -1 | -0.7 | 6 | -8 | 0.7
CCC(C)c1ccc(NC(=S)NCCn2cc(Br)cn2)cc1 (configuration not stated) | -5 | 9 | 7 | -18 | -13 | -0.3 | -1 | -3 | -0.4
O=C(Nc1nnc(-c2ccco2)o1)c1ccc2ccccc2c1 | 3 | 3 | -5 | -6 | -5 | -0.6 | -3 | 10 | -0.2
Cc1cc(/C=C(/C#N)c2nc3ccccc3[nH]2)c(C)n1-c1cccc([N+](=O)[O-])c1 | -7 | 2 | 1 | -10 | -1 | -1.9 | 3 | 23 | -0.4
O=C1Nc2ccc(Br)cc2/C1=C/c1ccc(C(=O)O)cc1 | 16 | 0 | 11 | -8 | . | 0.2 | -1 | 8 | -0.9
CCOc1ccccc1NC(=O)C(C)N(c1ccccc1)S(C)(=O)=O (configuration not stated) | 5 | -2 | -6 | . | . | -2.0 | -3 | 9 | -1.9
Cc1cccc(C(=O)Nc2cccc(C(=O)N/N=C/c3ccncc3)c2)c1 | -25 | 0 | 0 | -21 | -8 | -1.1 | -3 | 1 | -0.3
CCNCc1cc(Cl)cc(OC)c1OC(C)C | -4 | 9 | 12 | -10 | -26 | -2.1 | -13 | -1 | 0.3
O=C(CCC(=O)c1ccc(Cl)s1)Nc1ncccc1O | 4 | 7 | . | . | -5 | . | . | 1 | -0.1
O=S(=O)(Nc1nc2ccccc2nc1NCc1ccco1)c1ccc(F)cc1 | -7 | 2 | 0 | 5 | -1 | 0.0 | -3 | -2 | -0.1
COc1ccc(S(=O)(=O)N2CCOC2CNC(=O)C(=O)NCc2ccncc2)cc1 (configuration not stated) | -15 | -1 | 5 | 7 | 7 | 0.2 | 8 | 1 | 1.9
CSc1nsc(SCC(=O)Nc2cccc(NC(C)=O)c2)n1 | -8 | 2 | . | . | 9 | . | -11 | -5 | 0.4
C/C(=C\c1ccc(C)o1)C(=O)c1c(C)cc(C)[nH]c1=O | 14 | 2 | 3 | -9 | -1 | 0.5 | 2 | 0 | 0.5
C=CCOc1ccc(/C=C2/C(=N)N3N=C(CC(=O)N4CCCC4)SC3=NC2=O)cc1OC | -17 | 1 | 20 | 4 | 3 | -0.2 | 1 | 5 | -0.9
O=C(Nc1ccccc1-c1ccccc1)C(=O)Nc1ccccc1-c1ccccc1 | -5 | 2 | 13 | 20 | . | 1.9 | 2 | -2 | 0.6
CCOc1ccccc1NC(=O)CCS(=O)(=O)c1cccc2nsnc12 | 11&6 | 1&0 | -10&-2 | 5 | 11 | 0.6 | 2&0 | 5&-1 | -0.5&-0.6
CCCCOc1ccc2ccccc2c1C=O | 3 | 3 | -1 | 17 | -5 | 0.4 | 0 | -5 | 0.2
Cc1cc(C)c(C#N)c(SCS(=O)c2ccc(C(C)(C)C)cc2)n1 (configuration not stated) | -27 | 13 | 6 | . | -5 | . | -2 | 6 | -0.6
O=C(c1ccc2nc(Cc3cccc(Cl)c3)oc2c1)N1CCC[C@H]1CO | -16 | 4 | 4 | -5 | 5 | -1.5 | -1 | -6 | -0.1
Cc1ccc(NC(=O)Cn2nnc(C(=O)NCc3ccc(Cl)cc3)c2N)cc1F | -1 | 1 | -4 | -15 | -14 | . | 0 | 5 | 1.5
CSCCC(NC(=O)COc1ccccc1)C(=O)OCC(=O)c1ccccc1 (configuration not stated) | 6 | 18 | 6 | -6 | 9 | 1.6 | -4 | 1 | -0.8
Cc1ccc(-c2nc(C)c(CCNC(=O)C(=O)Nc3ccc(C)c(Cl)c3)s2)cc1 | -14 | 2 | -1 | . | . | -1.4 | -5 | -1 | 0.3
CCN1CCN(CCNC(=O)Nc2ccc([N+](=O)[O-])cc2)CC1 | -10 | 2 | 0 | 1 | -5 | -0.4 | 0 | -5 | -2.1
Cc1ccccc1NS(=O)(=O)c1ccc2c(c1)NC(=O)CO2 | -4 | 1 | 5 | 0 | 2 | 0.6 | -12 | -6 | 0.3
O=C(/C=C/c1ccc(Cl)c([N+](=O)[O-])c1)Nc1cccnc1 | -4 | 2 | -16 | 22 | 12 | 0.0 | -3 | -11 | 0.8
COc1cc(/C=C2\C(=O)N(C)C(=S)N2C)ccc1O | 3 | 9 | -6 | 5 | -4 | 1.4 | -4 | -5 | 3.5
CC1CN(C(C)C)C(C)CC1OC(=O)c1ccccc1 (configuration not stated) | 4 | 6 | 10 | 1 | 1 | -0.2 | 3 | -8 | 0.3
Cc1ccc(-n2c(SCC(=O)Nc3ccc4c(c3)OCO4)nc3c([nH]c4ccccc43)c2=O)cc1 | 18 | 0 | 3 | . | -8 | 0.2 | -6 | 5 | -0.2
CN(C)c1ccc(CNCCC2(O)CCOC(C)(C)C2)cc1 (configuration not stated) | 11 | -1 | -26 | 7 | -6 | 0.7 | -2 | -10 | 0.6
Cc1ccc(CNS(=O)(=O)c2c(C)nc3scc(C)n3c2=O)cc1 | -5&7 | 3&0 | -3&2 | -6 | 5&-3 | 1.4&0.4 | 3&-2 | 7&3 | 3.4&0.8
C/C(=N\NC(=O)COc1ccc(C)cc1C(C)C)c1ccc(-n2ccnc2)cc1 | 6 | 7 | 18 | 6 | -2 | -0.7 | -3 | 0 | -0.2
Cc1no[n+]([O-])c1COc1ccccc1/C=C1\NC(=S)NC1=O | -5 | 3 | 17 | 8 | -10 | 0.0 | 8 | 7 | -0.9
CC(C)C[C@H](NC(=O)C1(c2ccccc2)CCN(C(=O)[C@H]2CSCN2C(=O)OC(C)(C)C)CC1)C(=O)O | -5 | 3 | 14 | -12 | . | 1.8 | 2 | 5 | 0.2
O=C(Nc1ccc(Cl)cc1)C1CCCN(c2cnccn2)C1 (configuration not stated) | 2 | 1 | 8 | 5 | -8 | 0.9 | -2 | -16 | -0.8
O=C(CSc1nc(=O)n2ccccc2n1)NC1CCCCC1 | -25 | 0 | -3 | -7 | 15 | 0.2 | -10 | -10 | -0.5
CCN1CCN(C(c2ccccc2)c2nnnn2Cc2ccc(OC)cc2)CC1 (configuration not stated) | -11 | 5 | 11 | -7 | 0 | 0.2 | -2 | -1 | -2.3
Nc1ncccc1OCc1cccc(C(F)(F)F)c1 | -23 | 14 | 32* | -10 | -4 | -0.4 | -1 | 6 | -3.3
COC(=O)c1[nH]c2cc(OC)ccc2c1NC(=O)CCN1CCN(c2ccccc2)CC1 | . | 1 | -22 | 63* | -1 | -0.6 | -5 | -11 | -0.4
COc1ccc(OCc2cc(-c3ccc(Cl)cc3)no2)cc1 | -10 | 5 | 4 | -20 | 11 | 1.3 | -3 | -3 | 0.7
CCCCc1nc(S(=O)(=O)c2ccc(Cl)cc2)c(N2CCOCC2)o1 | -2 | -1 | -7 | 6 | 4 | -0.2 | -5 | -2 | 0.2
CCCC(=O)Nc1ccc(NC(=O)c2ccccc2F)cn1 | 1 | 5 | . | . | -3 | . | -1 | 3 | 0.4
COc1ccc2oc(=O)c(C(=O)N3CCN(c4ccc(C)cc4)CC3)cc2c1 | 6 | -1 | -5 | . | . | -0.8 | -4 | 4 | -1.0
CC(=O)Nc1cccc(NC(=O)COc2ccccc2C)c1 | -39* | 7 | 1 | -5 | -7 | 1.9 | -7 | 6 | -0.4
CCCc1cc(Nc2ccccc2OCC)n2ncnc2n1 | 3 | 3 | -11 | -16 | 14 | 0.4 | 1 | -4 | -0.3
CC(=O)N1CCCc2cc(S(=O)(=O)N3CCC(C(=O)N(C)C4CCCCC4)CC3)ccc21 | 12 | 0 | -6 | . | -10 | 0.1 | -6 | 0 | 0.4
COc1ccc(C(=O)NCC(c2ccco2)S(=O)(=O)c2cccs2)cc1 (configuration not stated) | . | 0 | -9 | . | -3 | 1.2 | -3 | -5 | 0.2
O=c1c2ccccc2nnn1Cc1nnc(-c2ccccc2Br)o1 | 13 | 47* | 11 | 0 | 16 | 3.7 | 6 | -4 | -0.2
CCOc1ccc(NS(=O)(=O)c2ccc3ncsc3c2)cc1 | -7 | 4 | 11 | 1 | -1 | 0.6 | 0 | 3 | -1.8
O=[N+]([O-])c1ccc(OCC2CC(c3ccccc3)=NO2)cc1 (configuration not stated) | 1 | 6 | -8 | 18 | -12 | 0.0 | -3 | 0 | -0.2
Cc1ccc2cc(CCNC(=O)c3cccs3)c(=O)[nH]c2c1 | 11 | -4 | -2 | -21 | . | 0.6 | -4 | 2 | -1.2
COc1cc(NC(=O)[C@@H]2CCCN(S(=O)(=O)c3cccc4cccnc34)C2)cc(OC)c1OC | 3 | 2 | -13 | 1 | . | -0.7 | 4 | 4 | -0.5
